CYP2C9 inh: blocks human cytochrome P450 2C9; actives 20% (n = 96,000); inhibition, % at 5 µM; CYP2C9 Supersomes, luciferin-H conversion, luminescence;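 active = blocking of liver enzyme CYP2C9 beyond about 50% at 5 µM, limit read from the data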; note: values of inactives mirror those of a sister screen read the other way
Mac1 fbg inh: inhibitors of human CD11b/CD18 binding to fibrinogen; inhibition, % at 10 µM; P05107+P11215; actives 0.54% (n = 93,000); AID 1497; K562 CD11b/CD18 adhesion to fibrinogen, ATPlite luminescence; Mn2+ added to activate the integrin;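 active = primary inhibition of 50% or more at 10 µM, then 40% or more on retest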; note: some results filed as inactive read as strong as hits
MT1-MMP txn act: activates MT1-MMP transcription; AID 750; HT1080 MT1-MMP promoter luciferase reporter, luminescence, overnight; active compounds read high; activation factor at 10 µM; actives 0.16% (n = 86,000);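 active = activation factor of at least 2 for MT1-MMP transcription at 10 µM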
PTK2B oligo ant: antagonists of human Pyk2 oligomerization; Q14289; Q293 cells, Pyk2 FERM NanoBiT luminescence; active compounds read low; z-score (the deposit names both 25 µM and 10 µM); actives 0.83% (n = 99,000); AID 1347419;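 active = Z-score of -3 or lower, scaled per plate to the spread of control and sample wells; inactive = z-score above -3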;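 note: negative z-score means lost luminescence so less FERM oligomerization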
Target sequence (Q14289 whole entry, looked up): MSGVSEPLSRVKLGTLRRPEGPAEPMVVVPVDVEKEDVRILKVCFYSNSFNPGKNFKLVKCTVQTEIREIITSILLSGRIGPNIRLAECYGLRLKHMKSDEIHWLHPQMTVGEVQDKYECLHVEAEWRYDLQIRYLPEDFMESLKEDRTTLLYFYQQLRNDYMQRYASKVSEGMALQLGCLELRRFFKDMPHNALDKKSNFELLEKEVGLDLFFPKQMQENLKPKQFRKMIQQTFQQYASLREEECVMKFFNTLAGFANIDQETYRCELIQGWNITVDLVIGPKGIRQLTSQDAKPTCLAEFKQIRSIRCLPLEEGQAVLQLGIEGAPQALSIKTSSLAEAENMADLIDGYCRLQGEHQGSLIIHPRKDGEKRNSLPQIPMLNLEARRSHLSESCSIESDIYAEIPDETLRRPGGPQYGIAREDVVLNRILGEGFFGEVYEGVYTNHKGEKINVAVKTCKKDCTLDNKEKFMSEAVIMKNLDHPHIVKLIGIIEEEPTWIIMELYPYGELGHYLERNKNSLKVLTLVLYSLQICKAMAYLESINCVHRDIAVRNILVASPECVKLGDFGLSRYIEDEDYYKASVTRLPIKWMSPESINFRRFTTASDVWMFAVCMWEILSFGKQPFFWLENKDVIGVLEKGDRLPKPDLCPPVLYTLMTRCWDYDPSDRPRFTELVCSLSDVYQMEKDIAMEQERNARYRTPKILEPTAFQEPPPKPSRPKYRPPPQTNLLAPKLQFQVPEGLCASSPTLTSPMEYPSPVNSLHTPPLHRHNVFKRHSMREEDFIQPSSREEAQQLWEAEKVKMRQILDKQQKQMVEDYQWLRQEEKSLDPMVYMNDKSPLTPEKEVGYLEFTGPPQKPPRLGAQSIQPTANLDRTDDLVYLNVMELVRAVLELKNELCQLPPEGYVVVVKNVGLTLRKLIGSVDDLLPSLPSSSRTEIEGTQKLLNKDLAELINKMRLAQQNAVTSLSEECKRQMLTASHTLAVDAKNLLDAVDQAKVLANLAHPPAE
CYP2C19 act: activators of human cytochrome P450 2C19; 96,000 tested, under 10 active; AID 1025; activation factor at 5 µM; P33261; recombinant CYP2C19, luciferin-H EGE luminescence; active compounds read high; 0 = fully inhibited enzyme, 1 = untreated enzyme;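 active = activation factor of at least 2 at 5 µM in the primary screen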;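 note: 0 = wells with 2.5 mM tranylcypromine and 1 = vehicle-only wells; values of inactives mirror those of a sister screen read the other way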
PLAP act: activators of human placental alkaline phosphatase. P05187. purified PLAP enzyme, luminescent substrate read-out; active compounds read high. activation fold at 20 µM. actives 1.2% (n = 96,000). AID 696; in the data active = activation fold above about 2
CYP2C19 inh: inhibitors of human CYP2C19 | P33261 | CYP2C19 Supersomes, luciferin-H EGE luminescence, 30 min | inhibition, % at 5 µM | actives 21% (n = 96,000) | AID 778;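 active = CYP2C19 inhibition above a set limit at 5 µM in the primary screen, cut at about 50% in these data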;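 note: plate controls were negative control wells for no effect and 2.5 mM tranylcypromine positive control for full effect; values of inactives mirror those of a sister screen read the other way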
CYP2C9 act: activators of human CYP2C9; P11712; recombinant CYP2C9, luciferin-H conversion, luminescence; active compounds read high; factor 1 = untreated enzyme, 0 = blocked; activation factor at 5 µM; actives 1.4% (n = 96,000);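 active = activation factor of 2 or more for CYP2C9 at a 5 µM dose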;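 note: 0 = sulfaphenazole-blocked wells and 1 = vehicle-only wells; values of inactives mirror those of a sister screen read the other way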
Mac1 fbg enh: enhancers of human CD11b/CD18 binding to fibrinogen; P05107+P11215; K562 CD11b/CD18 adhesion to fibrinogen, ATPlite luminescence; activation, % at 10 µM; actives 0.07% (n = 93,000); AID 1499;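 active = 10 µM primary screen giving 50% or more activity, confirmed by 40% or more on retest at that dose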; note: strong numbers were not always called active; reference of the scale not given here
* = called active by the depositor; · = no result given.

SMILES	CYP2C9 inh	Mac1 fbg inh	MT1-MMP txn act	PTK2B oligo ant	CYP2C19 act	PLAP act	CYP2C19 inh	CYP2C9 act	Mac1 fbg enh
Cc1nc(N2CCN(Cc3ccccc3)CC2)nc2c1C(=O)CC(c1ccco1)C2 (centres undefined)	54*	36	1	-0.11	0.6	1.4	40	0.5	-5
CCOC(=O)C1CCN(S(=O)(=O)c2cn(C)c(=O)n(C)c2=O)CC1	-18	-15	1	·	1.1	1.1	-10	1.2	-6
CC(=O)c1ccc2c3c(ccc(O)c13)CC2	-142	-3	1.1	-0.68	0.7	1.2	32	2.4*	-3
COc1ccc(C2=C(C=Nc3c(C)n(C)n(-c4ccccc4)c3=O)C(c3ccccc3C)c3ccccc3O2)cc1OC (centres undefined)	40	-11	·	-1.4	0.9	1.6	14	0.6	36
CCOC(=O)c1c2ccc(OCC(=O)N/N=C/c3ccc(C)cc3)cc2n2ccccc12	65*	10	·	-0.8	0.6	1.2	36	0.3	14
CCOc1ccc(CCn2c(-c3ccco3)nc3ccccc3c2=O)cc1OCC	25	-7	1.7	-1.5	0.2	1.1	79*	0.8	-4
Cn1c(=O)[nH]c(=O)c2c1nc(NCc1ccccc1)n2CC(O)c1ccccc1 (centres undefined)	18	-3	1.1	-0.1	0.8	1	17	0.8	1
Cc1sc(NC(=O)CSc2nnc(COc3ccc(Cl)cc3)n2C)c(C#N)c1C	22	-9	1.1	-0.95	1	0.8	-1	0.8	-3
Cc1cccc(OCC(O)Cn2c(-n3nc(C)cc3C)nc3c2c(=O)[nH]c(=O)n3C)c1 (centres undefined)	6	-11	1.1	-1.3	0.8	1.1	18	0.9	4
O=C(CSc1ncccc1-c1nc2ccccc2[nH]1)NC1CC1	32	-14	1.2	0.18	0.7	1.1	31	0.7	-2
Cc1cccn2c(=O)c3cc(C(=O)NCCN4CCOCC4)c(=N)n(CCc4ccccc4)c3nc12	1	-6	1.2	-0.74	1	1.4	-2	1	-2
CCOC(=O)c1cccc(N/C=C/C(=O)c2ccc(OC)c(OC)c2)c1	-28	·	·	-0.72	0.8	0.9	23	1.3	·
COc1cccc(NC(=O)Cn2nnc(-c3ccccc3N)n2)c1	37	3	1	0.86	0.5	0.8	52*	0.6	4
Cc1ccc(S(=O)(=O)N2CCCC2C(=O)Nc2nc3ccccc3s2)cc1 (centres undefined)	86*	2	1.2	-0.96	0	1	97*	0.1	-2
COc1ccc(-n2c(C)cc(C(=O)NC3CCCCC3)c2C)cc1	11	·	·	0.38	1	1.1	0	0.9	·

Brought forward from above: 6 compounds, followed by the next part.
SMILES	CYP2C9 inh	Mac1 fbg inh	MT1-MMP txn act	PTK2B oligo ant	CYP2C19 act	PLAP act	CYP2C19 inh	CYP2C9 act	Mac1 fbg enh
O=C(CSc1ncccc1-c1nc2ccccc2[nH]1)NC1CC1	32	-14	1.2	0.18	0.7	1.1	31	0.7	-2
Cc1cccn2c(=O)c3cc(C(=O)NCCN4CCOCC4)c(=N)n(CCc4ccccc4)c3nc12	1	-6	1.2	-0.74	1	1.4	-2	1	-2
CCOC(=O)c1cccc(N/C=C/C(=O)c2ccc(OC)c(OC)c2)c1	-28	·	·	-0.72	0.8	0.9	23	1.3	·
COc1cccc(NC(=O)Cn2nnc(-c3ccccc3N)n2)c1	37	3	1	0.86	0.5	0.8	52*	0.6	4
Cc1ccc(S(=O)(=O)N2CCCC2C(=O)Nc2nc3ccccc3s2)cc1 (centres undefined)	86*	2	1.2	-0.96	0	1	97*	0.1	-2
COc1ccc(-n2c(C)cc(C(=O)NC3CCCCC3)c2C)cc1	11	·	·	0.38	1	1.1	0	0.9	·
Cn1c(=O)c2cc(NCc3ccccc3)nnc2n(C)c1=O	30	-7	·	0.56	0.8	1	21	0.7	1
Oc1ccccc1-c1nc2cnccn2c1Nc1ccc2c(c1)OCCO2	94*	7	1.5	-1.1	0.1	1.8	92*	0.1	-4
O=S(=O)(NCCc1cn2ccccc2n1)c1cccs1	3	-52	·	·	0.8	1.7	18	1	-2
CCc1[nH]c(=O)c(C#N)c2c1COC(C)(C)C2	-2	-6	1	0.05	0.5	1.1	48	1	3
CCCCc1c(C)c(C#N)c2[nH]c3ccccc3n2c1=O	12	17	1.1	-3	1.1	0.8	-8	0.9	-2
O=C(OC(C(=O)NCc1ccc2c(c1)OCO2)c1ccc(Cl)cc1)c1ccco1 (centres undefined)	98*	3	1.1	-0.4	0.2	0.7	85*	0	4
CCN(CC)S(=O)(=O)c1ccc2c(c1)nc(SC(C)C(N)=O)n2-c1ccc(OC)cc1 (centres undefined)	91*	0	1.1	-2.2	0.4	1.9	62*	0.1	1
N#Cc1nc(COc2ccc(F)cc2)oc1N1CCCC1	28	-3	1	-0.49	0	1	96*	0.7	8
CCC(=O)Nc1ccc(C(=O)Nc2cccc(OC)c2)cc1	-14	4	1.4	-0.46	1	1.1	-1	1.1	1
c1ccc(Nc2cccc(Nc3ccccc3)n2)cc1	20	-19	1.9	-0.84	0.7	·	35	0.8	0
O=C(NC1CC1)c1ccc2c(c1)NC(=O)c1ccccc1S2	11	12	·	·	1.1	1.1	-14	0.9	-4
COc1cccc(NC(=O)Cn2c(=O)n(CCCC(=O)NCc3ccco3)c(=O)c3ccccc32)c1	18	0	1.1	-2.5	0.7	1.1	30	0.8	-2
Cn1c(SCc2ccccc2Cl)nc2ccccc21	-28	-9	1.3	-1	0.3	0.6	73*	1.3	0
CNCc1ccccc1Sc1ccc(OC)c(OC)c1	20	0	·	-0.54	0.4	1	58*	0.8	0
CC(=O)CSc1nc2ccccc2s1	-13	·	1.3	0.01	0.9	1	11	1.1	·
CCCCN1C(=O)C(NC(=O)C2CC2)(C(F)(F)F)C2=C1CC(C)(C)CC2=O (centres undefined)	7	·	·	-0.01	0.9	1.1	12	0.9	·
CCC1CCCCN1Cc1cc(OC)c(O)c([N+](=O)[O-])c1 (centres undefined)	-7	17	·	·	1.1	0.9	-10	1.1	-2
C=CCc1cc(/C=N\NC(=O)CSc2nnc(CCCc3ccc(OC)c(C)c3)o2)cc(OC)c1O	83*	-4	·	1.4	0.1	0.9	86*	0.2	4
Nc1c(C(=O)NC2CCCC2)c2nc3ccccc3nc2n1N	3	10	1.5	-0.57	1	1	1	1	-2
COc1ccc(C(CC(=O)NCCN2CCOCC2)NS(=O)(=O)c2ccc(C)cc2)cc1 (centres undefined)	-7	-12	·	0.07	0.8	1.2	18	1.1	-3
NC(=O)C(c1ncc(C(F)(F)F)cc1Cl)c1c(Cl)cccc1Cl (centres undefined)	-4	·	·	0.83	0.6	1.2	45	1	·
c1ccc(CN2CCN(CCCNc3ccc4nnc(-c5ccccc5)n4n3)CC2)cc1	21	5	·	·	1	1.6	3	0.8	0
CC(C)NC(=O)NC(=O)COc1ncnc2sccc12	0	11	1.3	0.51	1.2	1.2	-17	1	2
O=C(CCS(=O)(=O)c1ccc(Br)cc1)N1CCN(Cc2ccccc2)CC1	12	-6	1.3	-0.1	0.9	1.4	11	0.9	-5
O=C1c2ccccc2C(=O)N1CCCCN(C(=O)c1cccc([N+](=O)[O-])c1)c1ccc(Cl)cc1	61*	·	·	-1.5	0.3	1.1	69*	0.4	·
COc1ccc(/C=N/NC(=O)C(=O)N2CCN(c3ccccc3OC)CC2)cc1	36	-5	·	-0.52	0.9	1.5	7	0.6	-5
CCOC(=O)c1ccc(-c2c(C(=O)OCC)oc3cc(O)c(CC)cc3c2=O)o1	97*	-9	0.9	-3.7*	0.3	1.3	68*	0	-3
COc1cccc(-c2noc(Cn3nc(C)c([N+](=O)[O-])c3C)n2)c1	31	·	·	-0.93	0.4	0.9	56*	0.7	·
C=CCNC(=O)C1CC(=O)N(c2ccc(OCC(=O)Nc3ccc(OC)cc3)cc2)C1 (centres undefined)	7	-1	1	0.34	1.2	1.2	-16	0.9	3
O=C(CCCNS(=O)(=O)c1cccs1)N1CCc2ccccc2C1	-62	-14	1.2	-0.15	0.4	1.1	55*	1.6	-4
O=C(CSc1nc2c(c(=O)[nH]1)CCC2)Nc1cccc(Cl)c1	46	-10	1	1.2	0.8	1	20	0.5	0
CCOCCCNC(=O)c1ccc(OC)cc1	21	-1	1.3	0.73	0.7	1	25	0.8	-5
CCOC(=O)c1cc2c(nc1N)CC(C)(CC)OC2 (centres undefined)	32	7	1.6	0.28	0.1	1.1	92*	0.7	5

Retrieved by structure from the list above, 2 records:
SMILES	CYP2C9 inh	Mac1 fbg inh	MT1-MMP txn act	PTK2B oligo ant	CYP2C19 act	PLAP act	CYP2C19 inh	CYP2C9 act	Mac1 fbg enh
O=C1c2ccccc2C(=O)N1CCCCN(C(=O)c1cccc([N+](=O)[O-])c1)c1ccc(Cl)cc1	61*	·	·	-1.5	0.3	1.1	69*	0.4	·
CC(C)NC(=O)NC(=O)COc1ncnc2sccc12	0	11	1.3	0.51	1.2	1.2	-17	1	2

Bioassay records deposited in PubChem by Sanford-Burnham Center for Chemical Genomics.

The order is random; overall some 31% were active at least once.
